USP2a block: blocks human ubiquitin-specific protease USP2a. O75604. USP2 core, Ub-CHOP2 coupled fluorogenic reporter, 485/531. Potency, µM (titrated, usually from 38.3 µM), for the others: top-dose activity change, negative = inhibition, usual class: inhibitors. 330,000 compounds, 0.01% hits;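 also: potency is read from the fitted curve at half-maximal effect; plate controls were DMSO wells for no effect and full inhibition by NEM control for full effect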
Target sequence (O75604 whole entry, looked up): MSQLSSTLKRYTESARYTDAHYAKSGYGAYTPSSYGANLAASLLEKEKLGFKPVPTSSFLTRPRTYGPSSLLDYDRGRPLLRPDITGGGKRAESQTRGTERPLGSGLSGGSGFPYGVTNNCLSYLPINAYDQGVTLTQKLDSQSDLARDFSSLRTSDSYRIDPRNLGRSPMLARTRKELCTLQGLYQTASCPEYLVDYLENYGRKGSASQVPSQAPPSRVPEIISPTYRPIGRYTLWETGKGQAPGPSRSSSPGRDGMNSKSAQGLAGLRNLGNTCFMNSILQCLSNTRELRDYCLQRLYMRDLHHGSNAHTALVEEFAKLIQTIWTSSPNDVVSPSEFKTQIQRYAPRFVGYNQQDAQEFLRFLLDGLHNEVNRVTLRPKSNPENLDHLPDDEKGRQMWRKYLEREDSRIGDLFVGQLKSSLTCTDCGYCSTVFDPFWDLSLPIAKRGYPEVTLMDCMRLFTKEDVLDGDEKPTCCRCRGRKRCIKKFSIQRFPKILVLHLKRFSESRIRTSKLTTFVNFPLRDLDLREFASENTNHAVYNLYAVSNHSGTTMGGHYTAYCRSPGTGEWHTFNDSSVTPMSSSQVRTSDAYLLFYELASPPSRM
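Deubiquitinase activity read as fluorescence (485/531 nm) after Ub-CHOP2 cleavage activates the enterokinase reporter on its substrate; USP2 core 10nM, Ub-CHOP2 and substrate 25nM each, 30min compound preincubation then 60min RT; data normalized to NEM, curves fitted.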
GALK inhibitor: blocks human galactokinase activity. Potency, µM (titrated, usually from 57.5 µM), for inactives: top-dose activity change, negative = inhibition, hits mostly inhibitors. Purified GALK, Kinase-Glo residual ATP luminescence. 270,000 compounds, 0.007% hits. P51570; also: potency is read from the fitted curve at half-maximal effect; % is scaled to controls: 0 for no effect and ±100 for the full control effect
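Human GALK (5 nM) with 35 uM ATP and 100 uM galactose in 20 mM HEPES pH 8.0, 5 mM MgCl2, 60 mM NaCl, 1 mM DTT, 0.01% BSA. After 1 h at room temperature, leftover ATP was read by Kinase-Glo Plus luminescence.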
KCNH2 WT inh: inhibitors of human wildtype KCNH2 potassium channel; Q12809; U2OS, BacMam KCNH2, thallium flux FluxOr; hits give low values; activity change, % at 1.84 µM; 340,000 compounds, 0.37% hits; AID 720551;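 active = maximum activity change below -70%; inconclusive = maximum activity change between -70% and -50%; inactive = maximum activity change above -50%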; also: % is scaled to controls: 0 for no effect and ±100 for the full control effect
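U2OS cells were transduced with wild-type KCNH2 virus (2.03 x 10^8 / mL) for 4 h at room temperature, then cultured overnight at 37 C. Thallium flux was read with FluxOr dye. Rate constants were normalized to DMSO controls.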
KCNH2 3.1 inh: KCNH2 3.1 (human) potassium channel inhibition; AID 720553; U2OS KCNH2 3.1, thallium flux FluxOr; hits give low values; 340,000 compounds, 0.95% hits; activity change, % (tested at about 1.8 µM);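 active = maximum activity change below -70%; inconclusive = maximum activity change from -70% to -50%; inactive = maximum activity change above -50%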;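 also: thallium influx rate constant from kinetic fluorescence after stimulation buffer; % is scaled to controls: 0 for no effect and ±100 for the full control effect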
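U2OS cells transduced with KCNH2 3.1 mutant virus (1.77 x 10^8 /mL, 4 h), plated overnight at 37 C, loaded 45 min with FluxOr dye plus Red40 quencher. Thallium flux rate constant from kinetic reads after stimulation buffer, normalised to controls.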
Menin-MLL TR inh: displaces Texas Red mutant MLL peptide from human menin | O00255 | Menin + Texas Red MLL mutant peptide, fluorescence polarization | Potency, µM (series often up to 61.6 µM), without a hit: at the top dose FP activity change, negative = inhibition, usual class: inhibitors | 270,000 compounds, 0.23% hits | AID 1768; active = well fitted inhibition curve with a large enough effect in the polarisation, with a control signal flat, not every such curve was filed as active; inconclusive = small, poorly fitted or top-dose-only effect, or effect the other way, or a change in a side signal; inactive = no such curve, though single readings can be large or run the other way; the % refers to the polarisation; also: potency is read from the fitted curve at half-maximal effect; % of control where 0% means no effect; many of its hits are not listed in these tables
B2AR arrestin: beta2AR (human) beta-arrestin recruitment activity; P07550; Potency, µM (doses to about 46.1 µM), for the others: at the highest dose activation, usual class: activators; beta-arrestin recruitment to beta2AR, cell-based reporter; AID 492947; 330,000 compounds, 0.02% hits;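 also: potency is read from the fitted curve at half-maximal effect; 0% = DMSO controls and full agonism = EC100 isoproterenol or metaproterenol; nearly all actives have a fitted effect of over 65% in size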
Target sequence (P07550 whole entry, looked up): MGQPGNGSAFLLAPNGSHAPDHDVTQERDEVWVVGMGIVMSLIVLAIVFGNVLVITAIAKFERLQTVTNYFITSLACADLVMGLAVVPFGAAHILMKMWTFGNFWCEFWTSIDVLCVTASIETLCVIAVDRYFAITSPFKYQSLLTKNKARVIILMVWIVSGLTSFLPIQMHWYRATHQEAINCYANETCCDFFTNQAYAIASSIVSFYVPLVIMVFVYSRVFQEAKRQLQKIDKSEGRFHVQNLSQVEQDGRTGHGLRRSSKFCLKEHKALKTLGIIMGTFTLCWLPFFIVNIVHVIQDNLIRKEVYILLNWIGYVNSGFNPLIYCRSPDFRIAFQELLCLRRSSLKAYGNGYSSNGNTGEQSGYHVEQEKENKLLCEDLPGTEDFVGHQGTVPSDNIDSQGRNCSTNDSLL
Giardia killer: kills Giardia lamblia | Giardia lamblia trophozoite viability | activity change, % at 7.66 µM, hits read low | 340,000 compounds, 0.15% hits | AID 540267; in the data active = activity change below about -80%; inconclusive = between about -30% and that limit;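 also: parasites exposed to compound for two days anaerobically before the ATP read; % is scaled to controls: 0 for no effect and ±100 for the full control effect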
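Trophozoite viability was measured as ATP-dependent luminescence, read 15-30 min after reagent addition. Before that, parasites at 100 cells/well were exposed to compounds for 48 h, anaerobically, at 37 deg C.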
Coupling enz: counter-screen for Giardia aldolase inhibitors: coupling enzyme system | coupling enzyme system counterscreen, AmpLite Red fluorescence | activity change, negative = inhibition, % at 58.2 µM, hits read low | 290,000 compounds, 0.67% hits | AID 2472; in the data active = activity change below about -30%; also: % is scaled to controls: 0 for no effect and ±100 for the full control effect
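Coupling enzymes only (glyceraldehyde-3-phosphate) + compound, at 57.5 uM final, 10 min RT; add substrate/coupling/AmpLite Red mix, 20 min RT; fluorescence ex 525/em 598 nm. Actives flag coupling-system interference.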
CXXC DNA block: MLL CXXC-DNA interaction inhibition; Q03164; MLL-CXXC / FITC-HOXA9 DNA fluorescence polarization; Potency, µM (highest dose often 115 µM), for inactives: at the top dose activity change, negative = inhibition, most hits filed as inhibitors; 290,000 compounds, 0.037% hits; active = well fitted inhibition curve with a large enough effect in the polarisation, with a control signal flat, not every such curve was filed as active; inconclusive = small, poorly fitted or top-dose-only effect, or effect the other way, or a change in a side signal; inactive = no such curve, though single readings can be large or run the other way; the % refers to the polarisation; also: potency is read from the fitted curve at half-maximal effect
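Steps: dispense CXXC domain solution (7 uM) → pin compounds or unlabeled HOX-A9 DNA control → 5 min ambient → add FLSN-HOX-A9 solution (50 nM) → spin → 30 min ambient → fluorescence polarization. Tris pH 7.5/NaCl/DTT/BSA buffer.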
PKM2 act: PKM2 (human) enzyme activation; Potency, µM (titrated, usually from 57.5 µM), for inactives: top-dose activation, hits mostly activators; 260,000 compounds, 0.34% hits; purified PKM2, Kinase-Glo ATP luminescence, activation; response scale: 0% is enzyme alone, no compound; AID 1631; P14618; also: potency is read from the fitted curve at half-maximal effect; % is scaled to controls: 0 for no effect and ±100 for the full control effect; nearly all actives have a fitted effect of over 55% in size
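Purified hPK-M2 (>95%) run at intermediate activity with 0.1 mM ADP and 0.5 mM PEP in 50 mM imidazole pH 7.2, KCl, MgCl2; 1 h room temperature. ATP formed read by Kinase-Glo luminescence; normalized to uninhibited and no-enzyme controls.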
TRPV1 agonist: activates the human vanilloid receptor TRPV1 | TRPV1-expressing cells, Fluo-8 calcium influx, agonist mode | activation, % at 8.33 µM | 320,000 compounds, 0.19% hits; in the data active = activation above about 80%; inconclusive = between about 30% and that limit; also: 0% is about no effect
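Fluo-8 calcium influx in TRPV1-expressing cells, kinetic read (ex 480/em 520 nm). Compound added and read 3 min for agonist activity, followed by capsaicin at EC20 final and 2 min further read for enhancement.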
Numbers without * were called inactive; i = inactive; ? = inconclusive; nt = not tested or not shown; [ ] = another dose, or the depositor's remark. Unless noted, calls follow the shape of the dose curve; as a rule, active = well fitted curve in the direction sought with a large enough effect; inconclusive = small, poorly fitted or top-dose-only effect, or another doubt; inactive = no such curve, though single readings can be large; an effect the other way counts as inactive or inconclusive. A portion of the library; count on the stated rates, not on these rows.

SMILES | USP2a block | GALK inhibitor | KCNH2 WT inh | KCNH2 3.1 inh | Menin-MLL TR inh | B2AR arrestin | Giardia killer | Coupling enz | CXXC DNA block | PKM2 act | TRPV1 agonist
S=C(NCc1ccccc1)Nc1nccs1 | 2% | -1% | -1 | 3 | 5% | -0.5% | 19 | 0 | 10% | -1% | 10
CCc1ccc(CNC(=O)CCCn2nc(C)n3ccnc3c2=O)cc1 | 4% | nt | 3 | -21 | -27% | 0.1% | 3 | 1 | nt | 0% | -2
O=C(COc1ccccc1)N/N=C/c1ccc([N+](=O)[O-])o1 | 1% | -1% | 1 | 4 | -1% | 3.7% | -97* | -1 | -3% | -6% | -2
Cc1cc(C)n2nc(C(=O)OCC(=O)N3CC(C)CC(C)C3)nc2n1 (stereo not given) | 1% | nt | -6 | -1 | nt | 0.4% | 6 | nt | nt | nt | 3
O=C(NCc1ccccn1)c1ccc(Cl)c(S(=O)(=O)Nc2ccccc2C(=O)NCc2ccccn2)c1 | 3% | 0% | -14 | 27 | 17% | 6.7% | 1 | 2 | -7% | 3% | 3
Cc1onc(-c2ccccc2Cl)c1C(=O)N1CCCCC1C (stereo not given) | -1% | -2% | 8 | -18 | nt | 0.2% | 13 | 7 | 14% | nt | 4
Cc1ccc(OCc2nc(-c3cccnc3)no2)cc1C | 10% | 5% | -6 | -21 | 9% | -0.6% | 4 | 4 | 1% | 9% | 12
CC(=O)CCc1ccc(OCC(O)CNC2CCCc3ccccc32)cc1 (stereo not given) | 3% | -2% | 23 | -7 | 0% | -0.1% | -16 | 2 | -3% | 0% | -3
CCCCCCCNC(=O)C1(CC2CC(c3ccc(Cl)cc3)=NO2)CCN(C(=O)CCCCCBr)CC1 (stereo not given) | 3% | nt | -89* | -83* | -2% | -1.1% | ? | 5 | 15% | -1% | 1
Cc1ccc(S(=O)(=O)NC(=O)Nc2cccc(S(=O)(=O)N(C)C)c2)cc1 | 0% | nt | -7 | 5 | nt | -0.7% | 5 | nt | nt | nt | nt
O=C(O)c1ccccc1-n1cnnn1 | 0% | 3% | 13 | 15 | nt | -0.1% | 20 | -1 | 4% | -1% | -1
O=C(C[C@H]1C/C=C\C[C@@H](NC(=O)OCC2c3ccccc3-c3ccccc32)C(=O)O[C@@H](c2ccccc2)CNC1=O)N[C@H](CO)Cc1ccccc1 | 3% | nt | -7 | -3 | nt | -1.0% | -3 | nt | nt | nt | nt
C=C[C@@H]1c2cccc(C)c2N(S(=O)(=O)c2ccc(C)cc2)[C@H](c2ccc(OC(C)=O)cc2)C1(C#N)C#N | 3% | nt | 9 | -20 | nt | 0.1% | 22 | nt | nt | nt | nt
Cc1nc2sc(C(c3cccc(F)c3)N3CCCCC3)c(O)n2n1 (stereo not given) | 2% | 1% | -16 | -6 | -16% | -0.9% | -11 | -3 | -5% | -5% | 5
Cc1onc(-c2ccccc2Cl)c1C(=O)NCc1ccccc1F | 1% | 2% | 12 | 8 | 5% | -0.8% | 18 | 7 | 0% | 4% | 10
O=C(NCc1ccc(N2CCCC2=O)cc1)Nc1cccc(Cl)c1 | -1% | 0% | 1 | 11 | -8% | -0.2% | 1 | -6 | 0% | 6% | 9
O=C(O)c1cccc(C(=O)O)c1 | -1% | nt | -15 | 21 | 20% | 0.0% | 2 | -3 | 12% | 1% | 2
COc1ccc(Cl)cc1NC(=O)C12CCC(C)(C(=O)O1)C2(C)C (stereo not given) | 0% | 1% | -6 | 3 | 4% | -0.2% | -3 | 0 | 1% | 3% | 26
Fc1ccc(C2=Nn3c(nnc3-c3ccco3)SC2)cc1 | -1% | 5% | -2 | 13 | nt | -0.4% | -1 | -15 | -3% | -1% | 11
Cc1cc(C)c(S(=O)(=O)Nc2ccccc2-c2ccccc2)c(C)c1 | -10% | 3% | 1 | 8 | 0% | -0.3% | 9 | -16 | -1% | 0% | 11
O=C(Nc1cc2c(cc1Cl)OCCCO2)c1ccco1 | 2% | 1% | 0 | -5 | 17% | 0.4% | -10 | -1 | 4% | -3% | 12
O=C(O)c1ccc(/C=N/N2CCN(Cc3ccccc3)CC2)cc1 | 3% | nt | -3 | 19 | -3% | -0.1% | -4 | 7 | -1% | 6% | 3
CS(=O)(=O)N(CCc1ccccc1)CC(=O)N1CCCCC1 | nt | 5% | 5 | 6 | 6% | nt | -18 | 8 | -10% | 0% | -1
CCOC(=O)Nc1sc2c(c1C(N)=O)CCC(C)C2 (stereo not given) | 0% | 6% | nt | 10 | 8% | -0.7% | -3 | 3 | -17% | -5% | 0
N#CCCN1CCN(C(=O)c2c(N)no[n+]2[O-])CC1 | -1% | 8% | 0 | -8 | 0% | 0.3% | -2 | 4 | 8% | nt | 4
CCS(=O)(=O)N1CCN(c2ccccc2F)CC1 | -1% | 0% | 2 | 1 | -25% | -0.2% | -1 | -2 | 7% | 0% | 1
COC(=O)CC(N)c1ccc(Br)cc1 (stereo not given) | 3% | 1% | -6 | 14 | 10% | -1.2% | 2 | 2 | 1% | -1% | -1
O=C(N1CCOCC1)N1CCCN(C(=O)N2CCOCC2)CC1 | 2% | 0% | -8 | 8 | ? | 0.2% | -11 | 3 | -2% | 2% | 1
O=C(CNC(=O)/C(=C/c1ccccc1)NC(=O)c1ccc(Br)cc1)OCc1ccccc1 | 3% | 1% | i | -85* | -4% | -0.3% | -8 | 9 | 6% | -2% | -1
S=C(NCCN1CCOCC1)Nc1cccc2ccccc12 | 0% | 3% | 0 | 0 | -9% | -1.8% | -26 | 2 | 0% | 6% | -4
O=C(O)CCCC(=O)N1CC(=O)Nc2ccccc21 | 2% | 1% | -7 | -6 | 5% | -0.3% | 19 | 2 | 7% | -3% | 2
Cc1ccccc1S(=O)(=O)Cc1ccc(C(=O)NCCCN2CCCC2)o1 | 3% | 0% | -2 | 0 | -22% | -0.1% | -9 | 0 | 4% | nt | -2
COc1ccc(-n2c(CNc3ccc(C)cc3)nnc2SCC(=O)Nc2nc(-c3ccccc3)cs2)cc1 | 2% | -5% | -9 | -3 | -9% | -0.4% | -13 | nt | 48%[activator] | 2% | 2
O=C(CSCc1c(F)cccc1Cl)NNC(=S)NC1CCCCC1 | 1% | -2% | -17 | -3 | nt | -0.4% | 13 | nt | -9% | 3% | 7
CCC1CCCCN1C(=O)c1ccc(OC)c(OC2CCN(C(C)C)CC2)c1 (stereo not given) | 3% | 1% | 0 | 3 | 14% | -0.4% | 10 | -2 | 5% | nt | -1
Cc1cccc(-c2cc3nc(C)c(C)c(NCCCn4ccnc4)n3n2)c1 | 2% | -2% | -4 | 5 | nt | -0.1% | -14 | -3 | -15% | 3% | 5
O=C(CNS(=O)(=O)c1c(Cl)cccc1Cl)OCC(=O)N1CCN(c2ccccc2)CC1 | 1% | -4% | -3 | 10 | -22% | -0.6% | -15 | 2 | 9% | 1% | 4
COc1cccc(N2CC(NS(=O)(=O)c3cccnc3)CC2=O)c1 (stereo not given) | 0% | nt | -11 | -5 | nt | 0.5% | -4 | nt | nt | nt | 3
Cc1c(OCC(=O)NCCCN2CCOCC2)ccc2c3c(c(=O)oc12)CCCC3 | 0% | -2% | 7 | -9 | -19% | 4.0% | 4 | 1 | -2% | -3% | 0
CCCCn1c(N)c(N(CC(C)C)C(=O)COc2cc(C)ccc2Cl)c(=O)[nH]c1=O | 0% | nt | -6 | -7 | nt | 0.2% | -2 | nt | nt | nt | 1
CCCOc1ccc(/C=C/C(=O)NC2CCCCC2)cc1 | -1% | 4% | 1 | 11 | -8% | -0.1% | -16 | 2 | 1% | 0%[11.5 µM] | -5
CC1=C(C(=O)OCc2ccc3c(c2)OCO3)C(c2ccc(F)cc2)NC(=O)N1 (stereo not given) | 5% | -1% | 0 | -8 | 14% | 0.5% | 31[activator] | -1 | -2% | 8% | -6
Cc1ccc(NC(=O)c2ccc(Cl)c(N3C(=O)C=CC3=O)c2)cc1 | -1% | -1% | -13 | 5 | ? | -0.5% | 4 | 3 | 8% | 20µM* | 4
CCC(c1nnc(SCC(=O)Nc2nnc(-c3ccccc3)o2)n1Cc1ccccc1)N(C)C (stereo not given) | 0% | 2% | -3 | 14 | -26% | 0.2% | 1 | 7 | -10% | -3% | 0
Cc1ccc(-c2nnc(Nc3ccc4c(c3)OCO4)c3ccccc23)cc1S(N)(=O)=O | 1% | 0% | 3 | -2 | 14% | -0.9% | -11 | -7 | 0% | 4% | 0
O=C(O)c1ccc(Nc2cc(Cl)c3nonc3c2[N+](=O)[O-])cc1 | 0% | -4% | nt | 2 | ? | -0.8% | 11 | -4 | -18% | nt | 1
